# Screening results (PubChem BioAssay)
# MC4R barr agon: activates human MC4R beta-arrestin recruitment; activation, % at 8.9 µM; 360,000 compounds, 0.98% hits; P32245; AID 540308; U2OS MC4R beta-arrestin complementation, luminescence; percent of melanotan II response, DMSO zero;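 active = activation above a per-plate cutoff, the mean activation of sample wells on that plate plus 3 SD, cut at about 8% in these data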
# Target sequence (P32245 whole entry, looked up): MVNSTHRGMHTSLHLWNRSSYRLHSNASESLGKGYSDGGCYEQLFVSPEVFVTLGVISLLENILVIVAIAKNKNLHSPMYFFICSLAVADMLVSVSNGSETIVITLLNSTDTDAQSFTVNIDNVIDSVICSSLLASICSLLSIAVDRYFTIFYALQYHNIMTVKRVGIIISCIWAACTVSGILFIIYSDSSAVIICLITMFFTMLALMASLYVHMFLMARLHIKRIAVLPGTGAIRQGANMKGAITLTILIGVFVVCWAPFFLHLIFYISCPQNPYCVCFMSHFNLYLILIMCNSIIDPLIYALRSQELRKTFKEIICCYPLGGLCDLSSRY
# MC4R antagonist: antagonists of human melanocortin 4 receptor (MC4R). P32245. MC4R-expressing cells, MTII-stimulated cAMP, LANCE TR-FRET. inhibition, % at 6.5 µM. 360,000 compounds, 0.48% hits. AID 540295;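 active = inhibition above its plate's cutoff, the mean of tested wells on that plate plus 3 SD, cut at about 29% in these data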;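 also: 0% = Melanotan II alone and 100% = Melanotan II plus saturating MCL0020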
#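 Material – human MC4R-expressing U2OS cells · Repeats – no replicates · Detection – TR-FRET with Eu-cAMP and labeled anti-cAMP, 671 nm · Times – compound 30 min, challenge 1 h, detection 1 h · Compound – single nominal compound dose of 6.5 µM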
# Glyco luc inh: blocks N-linked glycosylation in D54 reporter cells | AID 588692 | D54 ERlucT glycosylation luciferase reporter, 24 h; percent of 100 nM tunicamycin response | 360,000 compounds, 0.23% hits | reporter increase, % at 12.5 µM;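 active = mean luciferase reporter signal, scaled so untreated is 0 and the glycosylation-blocking control 100, at or above a set limit in every replicate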;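 also: luciferase carries N-glycosylation sites so blocking glycosylation raises the light; 0% = median of neutral control wells and 100% = median of 100 nM tunicamycin wells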
# m5-HT2A agonist: mouse HTR2A agonism via beta-arrestin recruitment. 360,000 compounds, 0.66% hits. activation, % at 7.6 µM. P35363. CHO-K1 mHTR2A beta-arrestin complementation, luminescence; percent of 30 µM serotonin response;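 active = activation above a run cutoff, the mean activation of all tested compounds plus 3 SD, cut at about 14% in these data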;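 also: 0% = plate median of compound wells and 100% = 30 µM serotonin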
# Vif inh: HIV Vif inhibition; 340,000 compounds, 0.35% hits; inhibition, % at 7.49 µM; HEK293T cells, Vif self-association by quenched fluorescence, imaging, 24 h; in the data active = inhibition above about 50%, passing the limit was not always enough; also: some results filed as inactive read as strong as hits
# ABCB6 inh 2: inhibitors of human ABC transporter ABCB6; fluorescence ratio to DMSO, % at 10 µM; Q9NP58; 360,000 compounds, 0.19% hits; AID 602162; K562-ABCB6 porphyrin accumulation, flow cytometry, 1 h; hits give low values;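 active = fluorescence ratio to DMSO below 75%, the collection mean minus 3 SD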;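 also: signal is porphyrin accumulated inside mitochondria; 100% equals median channel fluorescence of DMSO control wells; lower ratio means ABCB6 inhibition with less porphyrin fluorescence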
# PDI inh: inhibitors of human protein disulfide isomerase; P07237; PDI insulin aggregation turbidity, A650, 90 min; inhibition, % at 10 µM; 350,000 compounds, 0.052% hits;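 active = mean inhibition across replicates of 30% or more, whatever share of single replicates reach that level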;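 also: absorbance from insulin aggregation driven by PDI reduction with DTT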
# Target sequence (P07237 whole entry, looked up): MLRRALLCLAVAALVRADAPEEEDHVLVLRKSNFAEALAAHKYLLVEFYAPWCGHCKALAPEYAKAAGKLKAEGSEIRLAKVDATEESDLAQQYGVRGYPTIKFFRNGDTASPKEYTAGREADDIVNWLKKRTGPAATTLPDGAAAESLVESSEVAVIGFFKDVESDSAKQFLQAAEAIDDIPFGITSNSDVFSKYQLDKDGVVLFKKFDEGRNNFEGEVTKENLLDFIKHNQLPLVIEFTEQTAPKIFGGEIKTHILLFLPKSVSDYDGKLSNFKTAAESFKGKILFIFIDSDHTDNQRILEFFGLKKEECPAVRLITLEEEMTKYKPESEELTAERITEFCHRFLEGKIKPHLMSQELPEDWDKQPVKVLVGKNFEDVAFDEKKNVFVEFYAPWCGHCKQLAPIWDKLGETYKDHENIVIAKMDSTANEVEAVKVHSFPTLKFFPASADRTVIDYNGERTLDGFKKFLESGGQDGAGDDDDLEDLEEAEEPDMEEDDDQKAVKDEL
# CaV13 ICDI inh: Disruptors of the CACNA1D IQ motif to Ca2+-dependent inactivation inhibitor domain association, primary screening, Förster resonance energy transfer in intact living …; HEK cells, CFP/YFP FRET ICDI-IQ, plate reader, 10 min; percent FRET-ratio fall versus neutral wells; inhibition, % at 12.3 µM; 340,000 compounds, 0.098% hits;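 active = mean replicate inhibition of at least 30% and at least 1% of replicates passing that level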;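 also: 0% = median of the neutral control wells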
# aDG glyco up: increases alpha dystroglycan glycosylation; Pro5-aDG cells, alpha-DG glycosylation AlphaScreen (IIH6); 0% Pro5, 100% B10-LARGE cell signal; activation, % at 10 µM; 360,000 compounds, 0.22% hits; AID 624168;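 active = activation of at least 8% versus controls, or a plate z-score of at least 8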;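 also: Pro5 are CHO cells carrying HIG-tagged alpha-DG that lacks glycosylation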
# Cardio protect: protects H9c2 cardiomyocytes from peroxide injury. H2O2 injury protection, ATPLite, 2 h. 360,000 compounds, 0.63% hits. AID 588492. protection from H2O2 cell death, % at 20 µM;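 active = compounds giving at least 50% protection of heart cells from peroxide-induced death in the single-dose screen, raw or plate-pattern-corrected value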;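 also: 0% = DMSO wells with peroxide and 100% = DMSO wells without peroxide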
# Starred values were filed as active, the others as inactive; . = not tested or not shown.
SMILES,MC4R barr agon,MC4R antagonist,Glyco luc inh,m5-HT2A agonist,Vif inh,ABCB6 inh 2,PDI inh,CaV13 ICDI inh,aDG glyco up,Cardio protect
CCN(CC)C(=O)Cn1cc(C(=O)C(=O)NCCCn2ccnc2)c2ccccc21,-0.1,1.4,1.1,0.4,3.3,86.0,-6.1,5.7,-0.2,0.0
NS(=O)(=O)c1ccc(NC(=S)N2CCN(Cc3ccc(Cl)c(Cl)c3)CC2)cc1,-1.3,1.6,-4.5,-9.2,-6.9,99.0,10.9,-4.3,0.5,-13.9
CCOC(=O)N1CCN(C(=O)CCCN2C(=O)CSc3nc(C)cc(C)c32)CC1,0.9,-2.7,1.7,0.9,47.4,99.0,6.5,-4.8,0.0,3.9
O=C(NCCC1=CCCCC1)C1CC(=O)N(C2CCCCCC2)C1 (stereo not drawn),-1.5,5.9,1.4,-6.5,.,92.0,-1.4,-8.8,0.0,-7.2
CCN(C(=O)c1ccc(Br)o1)C1CCS(=O)(=O)C1 (stereo not drawn),-3.6,5.9,0.9,-4.0,-3.4,96.0,0.5,-6.8,0.0,12.0
O=C(CN(c1ccccc1)S(=O)(=O)c1ccc(Cl)cc1)Nc1cccnc1,-0.6,4.7,-0.5,-8.8,-5.5,96.0,-0.7,-1.5,0.0,-0.2
O=C(NN1CCOCC1)c1sc2cccc(F)c2c1Cl,-0.7,2.7,1.4,-2.3,19.4,99.0,-4.4,-3.0,-0.1,1.9
COCCNC(=O)c1[nH]c(C(F)(F)F)nc1-c1ccccc1,.,.,0.9,1.2,-3.7,102.0,.,-3.7,0.1,-2.8
O=C(CSc1cc(Cl)ccc1Cl)NC1CCCc2ccccc21 (stereo not drawn),12.8*,4.2,-5.0,8.4,-6.8,97.0,17.4,-15.7,0.1,-1.7
O=S(=O)(NC1=NCCCCC1)c1ccccc1Cl,-0.1,6.6,0.1,-0.5,-1.3,95.0,-2.4,-2.9,0.1,-0.2
O=C1[C@H]2CCCC[C@H]2C(=O)N1CCCCN1CCN(c2nsc3ccccc23)CC1,-0.6,9.4,-3.3,-6.9,1.5,89.0,2.7,-5.0,0.1,11.6
C/C(CC(=O)Nc1ccc(Cl)c(Cl)c1)=N\NC(N)=S,-3.6,0.2,-0.2,-1.1,-2.5,104.0,-5.2,-5.1,3.3,-3.8
O=C(NCc1ccccc1Cl)c1cc(C(=O)C2CC2)c[nH]1,-1.9,2.3,2.4,-4.4,-11.5,87.0,3.7,.,1.4,-4.5
COc1ccc2occ(C(=O)c3ccc(N=C(C)N(C)C)cc3)c2c1,-2.4,-1.0,-1.6,-1.8,-13.5,101.0,12.8,.,1.4,1.4
COCCN(Cc1ccc(C)cc1)C(=O)[C@H]1O[C@@H](n2ccc(N)nc2=O)[C@H](O)[C@@H]1O,.,.,-0.3,-2.4,1.5,103.0,.,-2.6,0.2,7.3

# 3 records picked at random from those above, as already listed:
SMILES,MC4R barr agon,MC4R antagonist,Glyco luc inh,m5-HT2A agonist,Vif inh,ABCB6 inh 2,PDI inh,CaV13 ICDI inh,aDG glyco up,Cardio protect
COCCN(Cc1ccc(C)cc1)C(=O)[C@H]1O[C@@H](n2ccc(N)nc2=O)[C@H](O)[C@@H]1O,.,.,-0.3,-2.4,1.5,103.0,.,-2.6,0.2,7.3
CCOC(=O)N1CCN(C(=O)CCCN2C(=O)CSc3nc(C)cc(C)c32)CC1,0.9,-2.7,1.7,0.9,47.4,99.0,6.5,-4.8,0.0,3.9
O=C(NCc1ccccc1Cl)c1cc(C(=O)C2CC2)c[nH]1,-1.9,2.3,2.4,-4.4,-11.5,87.0,3.7,.,1.4,-4.5

# Remaining list, next part.
SMILES,MC4R barr agon,MC4R antagonist,Glyco luc inh,m5-HT2A agonist,Vif inh,ABCB6 inh 2,PDI inh,CaV13 ICDI inh,aDG glyco up,Cardio protect
Cc1csc(=O)n1CCC(=O)OC(C)C(=O)Nc1ccc(N2CCOCC2)cc1 (stereo not drawn),-1.6,0.3,-1.0,0.8,-5.0,96.0,3.5,-17.1,0.0,3.7
COc1ccc(NC(=O)CN2CCC(Cc3ccccc3)CC2)cc1S(=O)(=O)N1CCOCC1,1.2,4.4,-2.2,-3.7,3.8,100.0,4.1,-14.8,0.9,-7.6
COc1ccc(CC(=O)NC(C)CCc2ccccc2)cc1 (stereo not drawn),1.6,-8.9,0.5,-1.1,4.3,101.0,-7.0,1.9,0.3,5.4
CC1=CN2C(=NC(=O)CC2(C)C(=O)N(CC(=O)NC2CCCC2)Cc2ccccc2)C=C1 (stereo not drawn),-2.2,-3.3,1.9,5.5,7.7,93.0,-4.6,-3.8,-0.1,3.1
C=CCN(c1ccccc1C(=O)O)S(=O)(=O)c1ccc(C)cc1,-2.9,5.1,0.3,1.7,3.7,93.0,3.4,-5.1,0.0,1.6
OCCOc1ccc(CN2CCN(CCCc3ccccc3)C(CCO)C2)cc1 (stereo not drawn),-1.6,3.0,1.0,-4.8,-0.6,95.0,-1.4,-2.6,0.0,19.4
CCn1c(CC(=O)Nc2ccccc2)nnc1SCC(=O)Nc1ccccc1C(=O)OC,-0.5,2.2,-1.5,-1.6,6.5,98.0,-6.8,-5.3,0.2,-0.4
CCCN1CCN(CCCNC(=O)Cn2ncc3c4ccccc4n(C)c3c2=O)CC1,0.8,-2.7,-1.1,-3.0,.,100.0,-58.5,-6.6,-0.1,1.4
CCOC(=O)C[C@H]1c2cc(C(F)(F)F)ccc2S(=O)(=O)N1C(C)C,-2.2,0.2,2.3,-4.3,-1.4,93.0,-2.3,-5.1,0.0,-8.4
Cc1cc(C)n(CC(=O)NNC(=O)c2cccc(C(F)(F)F)c2)n1,-3.1,-0.5,2.5,9.5,-7.9,103.0,10.8,-2.7,-0.1,5.5
CC1CN(C(=O)N(C)C)CCN1C(=O)N(C)C (stereo not drawn),-1.8,6.9,0.6,-3.0,-11.3,99.0,-0.1,-5.4,0.0,-6.3
C=CCOC(=O)N1CCN(c2cccc(C(F)(F)F)c2)CC1,2.6,-0.7,-2.4,-2.7,2.3,96.0,5.3,-5.2,0.1,-1.3
CCCCNc1c(N)n(CC(C)C)c(=O)[nH]c1=O,-1.2,7.4,-0.3,1.9,2.7,105.0,-4.0,-2.3,-0.3,0.9
CCC(=O)N1CCC1(C)C(=O)Nc1ccc2c(c1)CCN2C(C)=O (stereo not drawn),0.6,-3.9,1.4,0.3,-7.6,92.0,8.4,-5.2,-0.1,-5.1
CSc1nnc2c(n1)OC(C)N(C(=O)c1ccccc1)c1ccccc1-2 (stereo not drawn),-1.5,-3.1,1.8,-1.6,2.2,95.0,-1.7,-4.8,-0.3,-0.3

# A few values from the results shown:
# Entry of `CC1=CN2C(=NC(=O)CC2(C)C(=O)N(CC(=O)NC2CCCC2)Cc2ccccc2)C=C1` (stereo not drawn) under Cardio protect: 3.1
# Entry of `C=CCN(c1ccccc1C(=O)O)S(=O)(=O)c1ccc(C)cc1` under PDI inh: 3.4
# Entry of `Cc1csc(=O)n1CCC(=O)OC(C)C(=O)Nc1ccc(N2CCOCC2)cc1` (stereo not drawn) under CaV13 ICDI inh: -17.1
# Entry of `CSc1nnc2c(n1)OC(C)N(C(=O)c1ccccc1)c1ccccc1-2` (stereo not drawn) under m5-HT2A agonist: -1.6

# Continued.
SMILES,MC4R barr agon,MC4R antagonist,Glyco luc inh,m5-HT2A agonist,Vif inh,ABCB6 inh 2,PDI inh,CaV13 ICDI inh,aDG glyco up,Cardio protect
CCCCN(C/C=C/c1ccccc1OC)Cc1ccccc1,2.3,3.6,-4.4,1.1,12.9,99.0,1.4,-19.9,0.0,-12.5
Cc1ccc(S(=O)(=O)N(C)C)cc1NC(=S)NC(C)CCC(C)C (stereo not drawn),3.3,14.4,-3.6,-6.2,-13.8,106.0,-2.9,-5.0,-0.2,-7.0
Cc1cccc(C(=O)NC2CCN(S(=O)(=O)c3cccc(F)c3)CC2)c1,-0.1,9.8,3.6,4.2,6.9,100.0,12.8,-0.5,-0.1,-0.9
O=C(c1ccccc1)c1ccc2nc[nH]c2c1,1.6,9.2,-5.1,1.9,-3.3,101.0,-5.4,-7.7,0.1,5.7
CCOC(=O)Cc1csc(NC(=O)CN(C)S(=O)(=O)c2cccc3cccnc23)n1,0.2,8.7,-2.7,0.7,1.2,102.0,-1.0,23.8,0.0,9.0
CCOC(=O)c1nnn(-c2nonc2N)c1CN1CCCC1,-1.0,-0.4,0.1,0.6,-2.9,104.0,-0.3,-19.6,-0.2,7.1
COc1ccc(CCNC(=O)CSc2nc(N)cc(=O)[nH]2)cc1OC,-0.1,10.6,1.6,-0.3,1.8,97.0,17.3,-2.0,0.2,18.3
CCCCC(Sc1nc(N)c(NC(=O)c2ccc(OCC)cc2)c(=O)[nH]1)C(=O)O (stereo not drawn),-1.3,-3.9,-1.4,7.3,-14.2,111.0,-1.2,-6.0,-0.1,3.4
c1csc(-c2cn3ccc4ccccc4c3n2)c1,2.5,-4.9,-1.9,-2.7,8.9,100.0,-0.6,-3.9,4.3,-8.5
COc1ccc(Nc2n[nH]c(N)c2C(N)=O)cc1,-0.4,3.6,-0.4,-6.1,-2.8,102.0,1.5,-15.3,0.0,-4.4
COc1ccc(C(=O)NC(=O)CSc2nnc(-c3ccco3)n2-c2ccccc2)cc1,-1.0,-1.6,0.7,-2.0,0.4,116.0,7.2,.,-0.2,0.9
O=C(NCCCN1CCN(c2ccccc2F)CC1)C1CCN(S(=O)(=O)N2CCOCC2)CC1,3.3,2.9,-0.1,5.8,3.9,105.0,-1.9,.,0.0,-5.2
CCOC(=O)c1sc(=S)n(-c2ccc(Cl)cc2)c1C,-2.1,3.7,-4.0,-1.4,34.0,98.0,-1.6,-5.2,-0.1,-6.1
NC(=O)c1c(NC(=O)COC(=O)CSc2nnc(-c3ccc(Cl)cc3)o2)sc2c1CCC2,-0.2,3.0,0.8,-2.5,4.7,96.0,1.8,-5.5,-0.2,-19.2
COc1ccc(-c2nc(CS(=O)CC(=O)N3CCN(C)CC3)c(C)o2)cc1OC (stereo not drawn),-0.5,5.4,4.7,-3.3,0.7,103.0,0.2,-2.9,0.1,4.8
O=C(COC(=O)c1cc([N+](=O)[O-])ccc1N1CCOCC1)c1ccccc1Cl,-3.2,-1.9,1.4,-5.0,0.1,101.0,-5.1,.,0.1,1.3
O=S(=O)(N1CCCCC1)N1CCN(S(=O)(=O)N2CCCCC2)CC1,-0.2,-0.8,2.0,0.0,5.6,103.0,1.9,0.5,-0.1,-5.3
CC(C)CCNC(=O)c1cn(C)c2ccc(S(=O)(=O)N3CCCC3)cc2c1=O,-2.8,10.6,-0.3,7.5,-1.4,102.0,-1.4,-1.8,-0.3,3.8
O=C(N1CCOCCOc2ccccc2OCCOCC1)C(F)(F)F,-0.2,0.6,-0.8,-3.1,23.5,95.0,-2.8,-0.9,0.0,2.0
Cc1ccc(/C=C(\C#N)C(=O)NC(C)C)o1,3.7,-4.0,2.2,1.8,1.5,106.0,2.0,-2.7,-0.3,-1.4
Cc1ccc(NCc2n[nH]c(=S)n2-c2ccccc2)c(C)c1,-5.4,-2.3,1.4,-4.2,10.0,101.0,-5.6,-6.4,0.2,6.2
